# Mtb UGM inh: inhibitors of M. tuberculosis UDP-galactopyranose mutase. P9WIQ1. purified UGM, fluorescence polarization probe displacement. inhibition, % at 10 µM. 320,000 tested, 0.06% active. AID 504406; in the data active = inhibition above about 10%, passing the limit was not always enough; inconclusive = no clear call, values can overlap the other calls
# Target sequence (P9WIQ1 whole entry, looked up): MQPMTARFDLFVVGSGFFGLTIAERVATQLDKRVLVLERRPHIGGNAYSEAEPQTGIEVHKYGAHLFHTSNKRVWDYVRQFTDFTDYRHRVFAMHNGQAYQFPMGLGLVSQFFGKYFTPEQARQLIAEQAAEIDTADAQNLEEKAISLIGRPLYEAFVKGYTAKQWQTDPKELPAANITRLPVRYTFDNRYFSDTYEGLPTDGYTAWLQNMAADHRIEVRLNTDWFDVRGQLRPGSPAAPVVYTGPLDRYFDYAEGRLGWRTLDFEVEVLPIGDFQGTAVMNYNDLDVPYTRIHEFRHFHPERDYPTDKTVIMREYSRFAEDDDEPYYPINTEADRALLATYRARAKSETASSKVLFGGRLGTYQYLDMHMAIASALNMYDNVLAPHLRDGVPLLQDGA
# PrPC surface inh: inhibitors of human cell surface prion protein PrPC; 370,000 tested, 0.43% active; P04156; inhibition, % at 13.8 µM; TR-FRET read-out; in the data active = inhibition above about 24%; also: 0% = median of the test wells and 100% = reference compound wells
# FadD28 FP inh: M. tuberculosis FadD28 bisubstrate binding inhibition; FadD28 bisubstrate probe binding, fluorescence polarization; 360,000 tested, 0.22% active; inhibition, % at 12.5 µM; in the data active = inhibition above about 8.5%, passing the limit was not always enough; inconclusive = no clear call, values can overlap the other calls
# GDH-TPI inh: counter-screen for M. tuberculosis FBA inhibitors: GDH-TPI coupled enzymes. GDH-TPI coupled enzyme counterscreen, NADH absorbance. 360,000 tested, 1.2% active. inhibition, % at 4.8 µM;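 also: 0% = DMSO wells and 100% = wells lacking the enzyme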
# BioA inh: inhibitors of Mycobacterium tuberculosis BioA enzyme; inhibition, % at 9.99 µM; AID 602481; 360,000 tested, 0.096% active; purified M. tuberculosis BioA enzyme, plate reader; in the data active = inhibition above about 40%; inconclusive = no clear call, values can overlap the other calls
# Mtb FBA inh: inhibits M. tuberculosis FBA enzyme; purified M. tuberculosis FBA, fluorescence read-out; 360,000 tested, 2.3% active; AID 588726; P9WQA3; inhibition, % at 1 µM; in the data active = inhibition above about 27%;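 also: 0% = vehicle and 100% = reference inhibitor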
# Target sequence (P9WQA3 whole entry, looked up): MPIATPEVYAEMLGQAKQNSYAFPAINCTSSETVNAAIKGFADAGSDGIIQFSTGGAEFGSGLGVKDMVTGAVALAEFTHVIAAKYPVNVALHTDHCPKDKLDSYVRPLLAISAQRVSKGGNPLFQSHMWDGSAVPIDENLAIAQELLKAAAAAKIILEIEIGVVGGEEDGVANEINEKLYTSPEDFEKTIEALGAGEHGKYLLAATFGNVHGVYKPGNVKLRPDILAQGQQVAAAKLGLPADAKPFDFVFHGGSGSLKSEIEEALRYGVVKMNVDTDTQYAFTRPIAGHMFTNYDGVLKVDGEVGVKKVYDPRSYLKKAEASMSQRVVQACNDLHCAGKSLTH
# BoNT F protease: blocks Botulinum neurotoxin F light chain protease; Multiplex microsphere protease cleavage assay, flow cytometry; inhibition, % at 10 µM; 360,000 tested, 0.22% active; in the data active = inhibition above about 35%, passing the limit was not always enough; inconclusive = no clear call, values can overlap the other calls; also: plate controls were buffer without enzyme for full effect and enzyme alone for no effect
# BoNT A protease: inhibitors of Botulinum neurotoxin A light chain protease | inhibition, % at 10 µM | AID 588499 | multiplex microsphere protease substrate cleavage, flow cytometry | 360,000 tested, 0.17% active; in the data active = inhibition above about 30%; inconclusive = no clear call, values can overlap the other calls; also: plate controls were buffer without enzyme for full effect and enzyme alone for no effect
# CCHF vOTU inh: blocks the CCHF virus ovarian tumor domain protease; CCHFV vOTU protease, Pep-AMC fluorescence; inhibition, % at 11.5 µM; 370,000 tested, 0.55% active; also: 0% = vehicle wells with enzyme and 100% = no enzyme wells
# Active calls of the source: *; ? = inconclusive; · = no result given. Rule as the data show it, unless noted: active = inhibition above about 30%; inactive = the rest.
SMILES,Mtb UGM inh,PrPC surface inh,FadD28 FP inh,GDH-TPI inh,BioA inh,Mtb FBA inh,BoNT F protease,BoNT A protease,CCHF vOTU inh
CC(NC(=O)C12CC3CC(CC(C3)C1)C2)C(=O)NN=Cc1ccc([N+](=O)[O-])o1 (stereo not drawn),1.8,-45.1,-1.5,24.6,0.2,-1.8,-4.2,-0.3,25.3
CCOC(=O)CSc1cc(C)nc(N)n1,-0.2,4.3,0.6,14.6,-3.0,-0.8,-1.9,0.4,-7.0
Cc1c(C(=O)O)cc(C(C)(C)C)n1CCSCCO,-2.7,-3.4,-0.7,1.1,-2.5,-1.1,-12.1,-0.4,-7.6
COCCNC(=S)N/N=C(\C)CCc1ccc2c(c1)OCO2,-3.7,-1.3,-2.4,-2.6,0.5,4.1,-3.9,-1.1,5.0
C=CCn1c(-c2ccoc2C)n[nH]c1=S,-0.8,-4.9,0.6,12.8,0.0,-0.4,7.1,0.1,-4.2
COc1ccc(NC2=C(NCCO)C(=O)c3ccccc3C2=O)cc1,1.2,-10.0,-1.3,10.2,·,-4.0,-0.4,-1.0,87.5*
C=CCN1C(=O)/C(=C\c2ccc(OC(=O)c3ccco3)c(OC)c2)SC1=S,-1.4,-3.5,-5.5,1.9,-2.5,-2.5,1.6,4.1,9.9
CCOC(=O)c1cnc2ccc(Cl)cc2c1Nc1ccc(S(=O)(=O)Nc2ncccn2)cc1,1.0,0.3,-0.6,15.5,0.5,-1.6,2.0,-0.3,-10.1
Cc1cc(C)c(-c2cc(C)nc3ncnn23)c(C)c1,-1.5,3.1,-3.6,0.0,-1.7,6.2,-0.9,-0.4,-2.8
COC(=O)c1ccc(NC(=O)c2cccc(Cl)c2)o1,4.2,3.8,-2.7,7.8,2.3,1.0,-4.2,-1.0,-2.9
CN(Cc1ccccc1)C(=O)CN1C(=O)C2C3C=CC(C3)C2C1=O (stereo not drawn),0.2,0.6,-2.8,-11.2,·,-0.2,-5.4,-4.0,-12.7
Cc1c(C(=O)NCCN2CCOCC2)oc2ccc(S(=O)(=O)N3CCCCCC3)cc12,-0.5,-2.5,-1.4,-1.4,-0.9,-0.5,0.3,0.1,-2.7
COc1cc(C(=O)Oc2cccc(/C=N/NC(=O)c3cccnc3)c2)cc(OC)c1OC,-2.3,-0.8,·,-2.2,27.7,-0.6,2.1,1.4,14.2
CC1(C)CC2CC(C)(CN2C(=O)c2ccc([N+](=O)[O-])cc2[N+](=O)[O-])C1 (stereo not drawn),-0.7,-27.1,0.0,1.9,·,0.9,1.7,-0.6,1.9
CCN(C(=O)COC(=O)c1ccccc1Cc1ccccc1)C1CCS(=O)(=O)C1 (stereo not drawn),-2.7,-6.2,-3.9,2.9,·,1.1,1.1,-3.9,9.4
O=C1c2ccccc2C(=O)N1CC(=O)N1c2ccccc2Sc2ccc(C(F)(F)F)cc21,-3.0,10.6,-1.8,1.5,0.7,2.7,-13.1,-1.3,-11.8
Cc1cc(C(=O)Nc2nnc(C(F)(F)F)s2)cs1,-0.6,12.1,-1.5,-9.1,-0.4,-2.2,-2.8,-1.3,-9.9
O=C(CN(c1ccc2c(c1)OCCO2)S(=O)(=O)c1ccccc1)N1CCN(Cc2ccccc2)CC1,-1.1,-4.1,-5.7,-9.8,0.6,2.5,0.2,0.4,4.5
CCOC(=O)C1CCCN(C(=O)Cn2ncc3c([nH]c4ccccc43)c2=O)C1 (stereo not drawn),-0.2,0.7,0.7,5.0,0.6,4.9,-3.0,-2.4,11.0
CC(C)CCNC(=S)Nc1ccccn1,-2.4,10.7,-0.4,0.8,-0.2,-2.4,-3.5,0.1,-1.8
COc1cc(C(=O)O)c([N+](=O)[O-])c(OC)c1OC,4.2,3.7,-2.6,5.2,-2.4,-0.6,-4.7,-0.7,-11.6
COCCCn1c(=O)c2sccc2n2c(CCCC(=O)N3CCN(c4ccccn4)CC3)nnc12,-0.1,-2.4,-3.5,1.9,2.0,3.2,-1.5,-0.2,2.2
Cc1sc2nc(CSCC(=O)NC3(C#N)CCCCC3)[nH]c(=O)c2c1C,0.8,-2.5,-1.4,7.6,0.3,1.4,5.1,5.1,7.6
Oc1c(Br)cc(Br)cc1C=Nc1cccc2ncccc12,3.2,-14.8,0.6,6.2,-1.8,-0.5,·,·,9.6
CCOC(=O)c1nnn(CC(=O)NC(=O)Nc2ccc(F)cc2)c1C(=O)OCC,-0.3,-2.3,-1.1,4.2,·,0.9,-10.8,-1.2,1.6
# Next part:
SMILES,Mtb UGM inh,PrPC surface inh,FadD28 FP inh,GDH-TPI inh,BioA inh,Mtb FBA inh,BoNT F protease,BoNT A protease,CCHF vOTU inh
CC(=O)c1ccc(NC(=O)c2ccc([N+](=O)[O-])o2)cc1,-2.5,5.1,-0.1,27.9,0.1,-1.2,?,1.9,0.7
O=C(CCl)NC(Cc1c[nH]c2ccc(OCc3ccccc3)cc12)C(=O)O (stereo not drawn),-0.3,5.8,-1.3,8.1,1.5,0.8,26.3,-1.1,3.4
CCc1noc(C)c1C(=O)OC(C)C(=O)Nc1ccc2c(c1)OCO2 (stereo not drawn),0.0,8.3,-4.4,-8.3,2.0,1.1,-9.6,0.1,24.0
CCOC(=O)c1c(NC(=S)Nc2ccc(OCC)cc2)sc2c1CCN(C)C2,-0.8,-2.4,-1.9,0.8,-0.7,4.7,-3.0,6.0,-7.8
Cc1cccc(N(C(=O)CNC(=O)c2ccco2)C(C(=O)NCC2CCCO2)c2ccccc2)c1 (stereo not drawn),-2.2,-2.5,2.0,3.2,·,1.1,-2.3,-1.5,1.5
CC1=NN(c2ccccc2)C(=O)C1C(=O)C(=O)Nc1ccc(F)cc1 (stereo not drawn),2.4,-3.4,-1.5,2.2,·,2.7,-0.8,-1.0,10.1
CN(Cc1ccc2nsnc2c1)Cc1nc(Cc2cccc(F)c2)no1,2.0,1.1,0.7,4.0,·,-0.9,-4.3,-0.1,-6.4
CC(C)Oc1ccccc1OCCCCn1cnc2ccccc2c1=O,1.8,-2.0,-4.9,-11.0,·,-2.3,-3.1,1.0,3.0
COc1c(C=NNC(N)=O)c(OC)c(OC)c2c1CCO2,·,9.2,0.8,11.4,-1.9,-0.9,4.0,-6.5,5.2
O=C(OCc1ccc(Br)cc1)c1ccncc1,-0.9,-1.0,-2.6,7.8,-1.3,5.2,-4.1,-0.3,-3.6
Oc1ccc(CN2CCN(Cc3ccccc3)CC2)c2cccnc12,4.5,-0.4,0.0,-2.1,1.4,-2.6,-33.3,0.3,4.8
CCOC(=O)C1CCN(C(=O)COc2cc(C)c(Br)cc2C)CC1,5.0,6.9,-0.8,-1.6,1.2,1.1,-0.4,0.6,17.5
Cc1cc(C)c(NC(=O)CN2CCOCCOCCOCCOCC2)c(C)c1,2.5,-7.3,-2.9,16.2,·,0.0,-10.9,-0.2,-1.2
CC(C)C12NC(=O)NC(=O)N1CCS2 (stereo not drawn),·,-4.7,-2.2,3.5,·,4.8,-3.3,-0.5,0.4
Cc1cc(N2CCN(C(=O)OC(C)(C)C)CC2)n2ncnc2n1,3.4,0.3,-3.6,12.2,0.2,-4.7,-10.6,-0.1,6.0
O=C(N/N=C/c1ccc(O)cc1O)NC12CC3CC(CC(C3)C1)C2,0.1,6.6,0.8,5.5,-1.0,-0.4,-59.8,0.1,5.8
COc1ccc(NS(=O)(=O)c2cccc(NC(=O)CNC(C)=O)c2)cc1,8.0,-6.9,-1.4,-0.5,-2.1,1.2,-0.6,0.2,-3.5
COc1ccc2nc(NC3=NCCC3)sc2c1,3.2,-4.2,-0.4,18.0,-0.2,-0.6,5.3,0.7,0.1
Cc1cnc(C(=O)OCC(=O)NC2CCCC(C)C2C)cn1 (stereo not drawn),-1.6,2.6,-1.6,-3.5,1.5,-1.7,-3.2,0.1,8.2
CN(C)NC(=S)Nc1cccc(Cl)c1,3.0,1.7,-3.6,-3.4,1.6,-0.7,?,?,-3.8
O=C(O)CCC1(c2ccccc2)NC(=O)NC1=O (stereo not drawn),3.5,-2.2,-3.0,-1.6,·,-0.7,2.3,-1.0,0.3
COC(=O)c1ccc2[nH]c(C(C)(C)O)c(C)c2c1,-0.3,-1.4,-2.4,4.9,-0.1,0.9,-6.7,-0.5,3.0
COc1ccccc1N1CCN(C(=O)c2ccc3ncsc3c2)CC1,·,1.6,-0.1,2.0,·,0.8,-3.4,-0.2,-5.2
Cc1ccc(NS(=O)(=O)c2ccc3c(c2)oc(=O)n3C)cc1C,-0.3,5.1,1.8,-1.0,0.4,0.6,3.5,-2.7,-3.9

# A draw from above in order of SMILES length, descending:
SMILES,Mtb UGM inh,PrPC surface inh,FadD28 FP inh,GDH-TPI inh,BioA inh,Mtb FBA inh,BoNT F protease,BoNT A protease,CCHF vOTU inh
CCOC(=O)c1cnc2ccc(Cl)cc2c1Nc1ccc(S(=O)(=O)Nc2ncccn2)cc1,1.0,0.3,-0.6,15.5,0.5,-1.6,2.0,-0.3,-10.1
CCOC(=O)c1nnn(CC(=O)NC(=O)Nc2ccc(F)cc2)c1C(=O)OCC,-0.3,-2.3,-1.1,4.2,·,0.9,-10.8,-1.2,1.6
CCOC(=O)c1c(NC(=S)Nc2ccc(OCC)cc2)sc2c1CCN(C)C2,-0.8,-2.4,-1.9,0.8,-0.7,4.7,-3.0,6.0,-7.8
CN(Cc1ccc2nsnc2c1)Cc1nc(Cc2cccc(F)c2)no1,2.0,1.1,0.7,4.0,·,-0.9,-4.3,-0.1,-6.4
COc1ccccc1N1CCN(C(=O)c2ccc3ncsc3c2)CC1,·,1.6,-0.1,2.0,·,0.8,-3.4,-0.2,-5.2
Oc1ccc(CN2CCN(Cc3ccccc3)CC2)c2cccnc12,4.5,-0.4,0.0,-2.1,1.4,-2.6,-33.3,0.3,4.8
CC(C)Oc1ccccc1OCCCCn1cnc2ccccc2c1=O,1.8,-2.0,-4.9,-11.0,·,-2.3,-3.1,1.0,3.0

# As entered above.
# Reading of `C=CCN1C(=O)/C(=C\c2ccc(OC(=O)c3ccco3)c(OC)c2)SC1=S` in BoNT F protease: 1.6
# Reading of `Cc1cc(C(=O)Nc2nnc(C(F)(F)F)s2)cs1` in BoNT F protease: -2.8
# Reading of `CCOC(=O)C1CCN(C(=O)COc2cc(C)c(Br)cc2C)CC1` in BioA inh: 1.2

# Compound activity from PubChem.
